FEN1 inhibitor = qHTS Assay for the Inhibitors of Human Flap endonuclease 1 (FEN1) | P39748 | Recombinant FEN1 flap cleavage, fluorescence, 15 min | Potency, µM (series often up to 114 µM), inactives show top-dose activity change, negative = inhibition, hits mostly inhibitors | 390,000 tested, 0.35% active | AID 588795, 2011; further: nearly all actives have a fitted effect of over 65% in size
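Steps: FEN1 (10 nM) dispensed; compound added by pin tool; 15 min at room temperature; substrate added to 50 nM final; reads at 0 min and 15 min; data normalized and fitted (four-parameter Hill).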
N370S GC mod = qHTS Assay for Inhibitors and Activators of N370S glucocerebrosidase as a Potential Chaperone Treatment of Gaucher Disease; 330,000 tested, 0.092% active; Potency, µM (series often up to 59.4 µM), inactives show top-dose activity change, negative = inhibition, actives largely listed as inhibitors; AID 2101, 2009; N370S GC spleen homogenate, 4MU-glucoside fluorescence;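 further: 0% = full enzyme activity and -100% = no enzyme basal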
GCN5L2 inh = qHTS Assay for Inhibitors of GCN5L2. Histone acetyltransferase KAT2A (Homo sapiens), Q92830. GCN5L2 HAT assay, ThioGlo1 CoA-SH fluorescence. Potency, µM (top dose mostly 58.9 µM), for the others: at the top dose activity change, negative = inhibition, actives largely listed as inhibitors. 390,000 tested, 0.21% active. AID 504327, 2011
Target sequence (Q92830 whole entry, looked up): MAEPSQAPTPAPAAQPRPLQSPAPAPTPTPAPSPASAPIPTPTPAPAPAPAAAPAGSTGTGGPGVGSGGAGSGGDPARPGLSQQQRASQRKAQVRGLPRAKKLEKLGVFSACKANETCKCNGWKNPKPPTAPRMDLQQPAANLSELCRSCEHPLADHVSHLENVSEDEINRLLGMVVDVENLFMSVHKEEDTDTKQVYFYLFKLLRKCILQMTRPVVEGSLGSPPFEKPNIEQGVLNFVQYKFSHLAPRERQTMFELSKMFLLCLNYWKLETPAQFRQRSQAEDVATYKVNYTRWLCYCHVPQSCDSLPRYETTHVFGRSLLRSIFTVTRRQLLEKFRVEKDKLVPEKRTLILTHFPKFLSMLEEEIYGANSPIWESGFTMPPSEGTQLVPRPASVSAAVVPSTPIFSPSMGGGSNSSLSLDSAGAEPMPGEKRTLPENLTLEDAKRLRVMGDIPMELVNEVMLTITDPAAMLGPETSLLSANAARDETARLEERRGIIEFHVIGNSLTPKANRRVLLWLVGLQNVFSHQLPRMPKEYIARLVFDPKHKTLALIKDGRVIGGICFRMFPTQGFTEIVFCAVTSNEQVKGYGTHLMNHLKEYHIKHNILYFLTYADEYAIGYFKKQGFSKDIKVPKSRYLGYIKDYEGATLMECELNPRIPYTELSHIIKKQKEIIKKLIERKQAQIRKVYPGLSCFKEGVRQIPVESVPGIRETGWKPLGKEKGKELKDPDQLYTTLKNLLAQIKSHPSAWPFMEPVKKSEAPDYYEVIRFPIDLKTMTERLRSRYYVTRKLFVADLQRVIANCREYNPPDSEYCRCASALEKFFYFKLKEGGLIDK
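Enzyme at 20nM final was mixed with library compounds for 15 min at room temperature. Peptide H3(1-25) at 75uM, acetyl-CoA at 70uM and ThioGlo1 at 50uM were then added. Plates were read immediately and after 20 min (Ex340nm/Em540nm).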
Active calls of the source: *; ? = inconclusive; nt = no result given; & = joins results of further samples; [ ] = remark or other dose. The call rests on the fitted dose curve; in most records, active means well fitted curve in the direction sought with a large enough effect; inconclusive means small, poorly fitted or top-dose-only effect, or another doubt; inactive means no such curve, though single readings can be large; an effect the other way counts as inactive or inconclusive. Unless noted, on the % scale 0 is the no-effect control and ±100 the full control effect; potency means the concentration at half of the fitted maximal effect. Only part of the results is shown; count on the stated rates, not on these rows.

SMILES	FEN1 inhibitor	N370S GC mod	GCN5L2 inh
CCOc1cc(Cn2c(-c3ccc(O)c(OCC)c3)nc3ccccc32)ccc1O	-6%	nt	-8%
Fc1cccc(NC(=S)NNc2c3ccccc3nc3ccccc23)c1	1%	?	2%
COc1ccc(S[C@@H](CCN2CC[C@H](O)CCC2=O)c2ccccc2)cc1	7%&1%	nt	-3%
CCOc1cc(C2C(C#N)=C(N)Oc3cc(N)ccc32)ccc1O (stereo not given)	-3%	-26%	-6%
COc1cc2c(cc1NC(=O)c1cc(-c3ccncc3)nc3ccccc13)oc1ccccc12	-2%	-21%	-17%
COCCNC(=O)CSc1nc(-c2ccccc2)c(-c2ccccc2)o1	-7%	-5%	-26%
CCCCN(C)CCN1C(=O)C2C(C(=O)Nc3ccc(OC)cc3)C3C=CC2(O3)C1C(=O)NC1CCCCC1 (stereo not given)	-6%	6%	-11%
N#CC1=C(N)N2C(=C(C#N)C13CCCCC3)SC1CCCCC12O (stereo not given)	-20%	2%	-8%
O=C(O)C1CSC2c3ccccc3C(=O)N12 (stereo not given)	7%	22%	-5%
COc1cccc(C(=O)N/N=C/c2ccc(OC)c(COc3ccccc3C(N)=O)c2)c1	-16%	22%	-11%
Cc1ccc(N(CC(=O)O)S(C)(=O)=O)cc1Cl	-2%	3%	-1%
COc1cc(NC(=O)CSC2=Nc3ccccc3N=C(c3ccc(F)cc3)C2)cc(OC)c1	6%	nt	-1%
N#CN(CC(N)=O)c1nc(N2CCCCC2)nc(N2CCCCC2)n1	-1%	6%	?
Cn1ccc2c(OCC(=O)Nc3ccc([N+](=O)[O-])cc3)cccc2c1=O	6%	nt	-7%
Cc1ccc(C(CNS(=O)(=O)c2ccc(F)cc2)N2CCN(C)CC2)cc1 (stereo not given)	5%	-9%	1%
Cc1cc(C)cc(NS(=O)(=O)c2ccc(-c3cc(C)no3)s2)c1	8%	nt	-7%
O=C(C1CCC(=O)N1C1CCCCC1)N1CCN(c2ccc(F)cc2)CC1 (stereo not given)	-4%	3%	-4%
CSc1ccc(CNCCCSc2ncccn2)cc1	-2%	-1%	-4%
O=C(NCCc1c[nH]c2ccccc12)/C(=C\c1cccnc1)NC(=O)c1ccccc1F	5%	?	-6%
Cc1cc(=O)[nH]c(SCC(=O)N(CCC#N)c2ccccc2)c1C#N	1%	-14%	1%
C=CCN1C(=O)c2ccc(C(=O)N(C)CC(=O)Nc3ccccc3Br)cc2C1=O	13%	4%	-3%
CCOc1ccc(NC(=O)c2cccc(NC(C)=O)c2)cc1S(=O)(=O)N1CCCC1	0%	-23%	-1%
Cc1ccc2nc(-c3cccnc3)c(Nc3ccc(C(C)C)cc3)n2c1	6%	nt	-2%
FC(F)(F)c1cccc(N2CCN(C(=S)NCC3CCCO3)CC2)c1 (stereo not given)	0%	4%	-7%
CCN(CC)S(=O)(=O)c1ccc2c3c(cccc13)C(=O)N2	-1%	-1%	-7%

A few values from the list.
CCOc1cc(Cn2c(-c3ccc(O)c(OCC)c3)nc3ccccc32)ccc1O in GCN5L2 inh → -8%
Fc1cccc(NC(=S)NNc2c3ccccc3nc3ccccc23)c1 in GCN5L2 inh → 2%
O=C(O)C1CSC2c3ccccc3C(=O)N12 (stereo not given) in N370S GC mod → 22%
COc1cc(NC(=O)CSC2=Nc3ccccc3N=C(c3ccc(F)cc3)C2)cc(OC)c1 in GCN5L2 inh → -1%

Some of these compounds in order of the N370S GC mod value, largest number first.
Molecule	N370S GC mod	GCN5L2 inh
FC(F)(F)c1cccc(N2CCN(C(=S)NCC3CCCO3)CC2)c1 (stereo not given)	4%	-7%
Cc1ccc(N(CC(=O)O)S(C)(=O)=O)cc1Cl	3%	-1%
CCN(CC)S(=O)(=O)c1ccc2c3c(cccc13)C(=O)N2	-1%	-7%
COCCNC(=O)CSc1nc(-c2ccccc2)c(-c2ccccc2)o1	-5%	-26%
COc1cc2c(cc1NC(=O)c1cc(-c3ccncc3)nc3ccccc13)oc1ccccc12	-21%	-17%
CCOc1ccc(NC(=O)c2cccc(NC(C)=O)c2)cc1S(=O)(=O)N1CCCC1	-23%	-1%

Returning to the listing, starting two compounds before the break.
SMILES	FEN1 inhibitor	N370S GC mod	GCN5L2 inh
FC(F)(F)c1cccc(N2CCN(C(=S)NCC3CCCO3)CC2)c1 (stereo not given)	0%	4%	-7%
CCN(CC)S(=O)(=O)c1ccc2c3c(cccc13)C(=O)N2	-1%	-1%	-7%
Cc1ccc(S(=O)(=O)N2CCCC2)cc1[N+](=O)[O-]	6%	2%	2%
O=C(Cc1cccs1)Nc1nc(-c2ccc(F)c(F)c2)cs1	-11%	-11%	-8%
O=C(c1ccc2c(c1)N(Cc1ccccc1)C(=O)c1ccccc1S2(=O)=O)N1CCC(Cc2ccccc2)CC1	-2%	nt	0%
Cn1c(C(C#N)C(=O)Cc2cccc3ccccc23)nc2ccccc21 (stereo not given)	0%	2%	-7%
Cc1ccc(NC(=O)C(=O)NCC(c2cccnc2)N2CCN(c3ccccc3F)CC2)cc1Cl (stereo not given)	1%	nt	-5%
CCc1nnc2c3ccccc3nc(Nc3ccccc3OC)n12	1%	nt	-3%
O=C(/C=C/c1ccccc1)NC(=O)c1ccccc1O	-5%	1%	0%
CC(C)N(Cc1ccccc1)C(=O)COC(=O)c1cc[n+]([O-])cc1	-2%	nt	-1%
O=C(NCCc1cccs1)c1ccc(Cl)c(Cl)c1	-5%	-3%	1%
CCOC(=O)c1ccccc1NC(=O)c1ccc2nc[nH]c2c1	-21%	-1%	1%
Cc1ccc(-c2n[nH]c(=O)c3ccccc23)cc1S(=O)(=O)Nc1ccc(F)cc1	-11%	-15%	-37%
Cc1ccc(C(=O)Nc2ccccc2N2CCCC2)cc1S(=O)(=O)N1CCOCC1	10%	nt	4%
CCOC(=O)C1CCCN(C(=O)CC(C)c2ccccc2)C1 (stereo not given)	-6%	9%	1%
Cc1ccc(NC(=O)c2oc3c(c2C)-c2[nH]ncc2CC3)c(Cl)c1	-12%	nt	-4%
NC(=O)C1CCN(CC(=O)c2c[nH]c3ccc(F)cc23)CC1	-1%	15%	-2%
CCCn1c(N)c(N(CCOC)C(=O)c2ccccc2F)c(=O)[nH]c1=O	17%	-8%	2%
CCn1c(C)nc2cc(C(=O)NNC(=O)CCC3CCCC3)ccc21	-3%	-5%	-1%
Cc1nc(SCC(=O)Nc2ccc(F)cc2)c(C#N)c(C)c1CC(=O)c1ccc(Br)cc1	9%	nt	-1%
CC(=O)Oc1cc2c(cc1Cl)C(c1cccs1)CC1(CC(C)(C)NC(=S)N1)O2 (stereo not given)	37%[activator]	3%	5%
CC(=O)Nc1ccc(S(=O)(=O)NCCC(=O)OCC(=O)c2ccc(Br)cc2)cc1	2%	-10%	-5%
COc1ccc(-n2c(=O)c3sc4ccccc4c3n(CC(=O)N3CCCC3)c2=O)cc1	2%	nt	3%
CCCC(C(=O)NC1CCCCC1)N(Cc1ccco1)C(=O)CNS(=O)(=O)c1ccccc1 (stereo not given)	-4%	10%	-2%
Cc1csc2nc(COc3ccccc3NC(=O)c3ccco3)cc(=O)n12	2%	nt	-4%
Cc1ccc(CN2CCN(/N=C/c3ccc(C(F)(F)F)cc3)CC2)cc1	-2%	-4%	-2%
Cc1ccccc1-n1c(SCc2ccc(Cl)cc2)nc2[nH]ncc2c1=O	-3%	nt	-6%

No new results follow: entries from further up.
SMILES	FEN1 inhibitor	N370S GC mod	GCN5L2 inh
Cc1ccc(NC(=O)C(=O)NCC(c2cccnc2)N2CCN(c3ccccc3F)CC2)cc1Cl (stereo not given)	1%	nt	-5%
CCc1nnc2c3ccccc3nc(Nc3ccccc3OC)n12	1%	nt	-3%

Next structures
SMILES	FEN1 inhibitor	N370S GC mod	GCN5L2 inh
COc1ccc(N=C2NC(=O)S/C2=C\c2ccc(N(C)C)cc2)cc1	18%	11%	4%
O=C(c1ccc(CS(=O)Cc2cccc(Cl)c2)o1)N1CCN(C2CCCCC2)CC1 (stereo not given)	1%	-25%	-3%
COc1ccc(-c2[nH]ncc2CN2CCN(Cc3cccs3)CC2)cc1F	-3%	12%	-5%
CC(=O)C1C(=O)c2c(cccc2[N+](=O)[O-])C1=Nc1cccc(Cl)c1 (stereo not given)	-8%	-18%	-18%
CCCCCCc1nc(C(N)=O)c2[nH]c(=O)n(-c3ccc(OC)cc3OC)c2n1	-17%	3%	-6%
CCOc1ccc(-c2nn[nH]n2)cc1OCC	-1%	12%	1%
CCOC(=O)N1CCc2c(sc(NC(=O)C3COc4ccccc4O3)c2C(N)=O)C1 (stereo not given)	12%	0%	1%
CCCC(NC(=O)Cc1c(C)c2c(cc(C)c3c(C)coc32)oc1=O)C(=O)O (stereo not given)	-13%	?	-21%
CCOC(=O)C(=O)N/N=C/c1ccco1	-3%	-2%	-3%
O=C(COC(=O)/C=C/c1ccc(OC(F)F)cc1)NC(=O)NC1CCCCC1	-1%	nt	-2%
COc1cc2c(cc1NC(=O)COC(=O)C1CC(=O)N(Cc3ccco3)C1)oc1ccccc12 (stereo not given)	-7%	14%	10%
Cc1ccc2cc(CN(C(=O)c3ccco3)c3ccccc3C)c(=O)[nH]c2c1	1%	?	-5%
CC(C)(C)OC(=O)NCc1n[nH]c(=S)n1C1CC1	3%	20%	-2%
CCOc1ccccc1N(CC(=O)Nc1ccccc1F)S(=O)(=O)c1ccccc1	-2%	15%	-1%
Cc1cccc(NC(=O)C(Cc2ccccc2)n2cccc2)c1 (stereo not given)	-9%	12%	-16%
COc1ccccc1C(=O)COC(=O)c1nc2nc(C)cc(C)n2n1	-2%	1%	0%
CC(NCC(O)COc1ccc2ccccc2c1)c1ccccc1 (stereo not given)	12%	-13%	-1%
CCc1ccccc1NC(=O)Cn1cc2c(n1)CCC(C)C2 (stereo not given)	-4%	nt	2%
CO[C@@H]1O[C@@H]2COC(c3ccccc3)O[C@@H]2[C@@H](OC)[C@@H]1O (stereo not given in full)	8%	9%	-6%
COc1ccc(-n2c(SCCNCCO)nc3sc4c(c3c2=O)CCCC4)cc1	2%	?	-2%
COc1ccc(/C=C/C(=O)N(C)C2CCS(=O)(=O)C2)cc1OC (stereo not given)	-9%	6%	-3%
CC(=O)Nc1ccc2c(c1)nc(CCN1CCN(C)CC1)n2C	-2%	2%	-4%
COC(=O)c1ccc(NCN2C(=O)C3C4CCC(C4)C3C2=O)cc1 (stereo not given)	-3%	-2%	-10%
Cc1cc(Nc2cccc(O)c2)c2ccccc2n1	nt	-5%	-14%
COc1cccc(CN2CC(C(=O)N(C)Cc3ccnc4ccccc34)CCC2=O)c1 (stereo not given)	-3%	0%	-5%
c1ccc(CNc2nc3ccccc3n2CCN2CCOCC2)nc1	10%	13%[2.35 µM]	-4%
OCCC1CN(Cc2cnc(N3CCCC3)s2)CCN1C1CCCC1 (stereo not given)	2%	2%	1%
COC(=O)[C@@H]1C[C@@]2(O)[C@H](O)[C@H](O)[C@H](O)C[C@H]2N1Cc1cc(OC)cc(OC)c1	-6%	8%&-4%	-3%
CCCCn1c(N)c(N(CCOC)C(=O)CCS(=O)(=O)c2ccc(Cl)cc2)c(=O)[nH]c1=O	4%	2%	-3%
Cc1ccccc1NC(=O)C1CC(=O)N(c2ccc3c4c(cccc24)CC3)C1 (stereo not given)	-2%	-3%	-2%
